Screening results deposited in PubChem by ICCB-Longwood Screening Facility, Harvard Medical School.
Polio RdRp inh: poliovirus RNA polymerase inhibition; P03300; poliovirus polymerase elongation, fluorescence polarization; hits give low values; % elongation, % (compound at 16.7 µg/mL); 150,000 tested, 0.66% active; AID 588519; in the data active means % elongation below about 90%; further: some results filed as inactive read as strong as hits
Target sequence (P03300 1749-2209 limits assumed): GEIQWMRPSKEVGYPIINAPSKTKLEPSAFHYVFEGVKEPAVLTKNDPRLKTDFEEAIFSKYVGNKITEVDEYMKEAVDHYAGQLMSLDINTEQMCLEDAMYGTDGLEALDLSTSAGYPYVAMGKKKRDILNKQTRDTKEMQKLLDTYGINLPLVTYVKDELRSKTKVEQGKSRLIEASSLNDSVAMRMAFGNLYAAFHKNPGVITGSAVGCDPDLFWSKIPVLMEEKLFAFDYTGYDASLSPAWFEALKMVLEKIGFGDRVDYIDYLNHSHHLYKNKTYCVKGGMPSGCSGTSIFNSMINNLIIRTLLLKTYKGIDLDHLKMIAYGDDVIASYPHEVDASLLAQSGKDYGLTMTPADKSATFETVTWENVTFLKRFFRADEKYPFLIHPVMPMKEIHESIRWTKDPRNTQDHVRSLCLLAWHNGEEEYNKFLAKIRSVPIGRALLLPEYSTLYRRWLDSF
Polio RdRp inh FP z-score: second read-out of Polio RdRp inh, no call of its own (marks repeat the call); z-score; measured here: FP z-score; hits read low
Numbers without * were called inactive; & = joins results of further samples.

SMILES	Polio RdRp inh	Polio RdRp inh FP z-score
O=C(Cn1c(=O)n(Cc2nc(-c3ccccc3)no2)c(=O)c2cc3c(cc21)OCO3)Nc1ccccc1	107	-0.3
O=C(Nc1ccc2ccccc2n1)C1CCN(c2nccc(C(F)(F)F)n2)CC1	101	-0.1
CNCC(O)COC1CCCCC1 (configuration not stated)	102	0.1
CC(=O)Nc1cccc(NC(=O)Cn2nc(-c3ccco3)ccc2=O)c1	102	0.1
COc1ccccc1N1CCN(C(=O)CCn2nc(C)c(S(=O)(=O)N3CCCC3)c2C)CC1	106	-0.1
CCC(C)(C)c1nnc(N)s1	96	-2.1
Cc1c(N=C=S)c(=O)n(-c2ccccc2)n1C	101	0.1
COc1ccc(CCC(=O)OCN2C(=O)c3ccccc3C2=O)cc1	105	0.5
Cn1nnnc1SCCCNCc1cc(Cl)ccc1OCc1ccccc1F	109	0.6
Cc1ccc2nc(SCC(=O)N3CC4(C)CC3CC(C)(C)C4)[nH]c2c1 (configuration not stated)	101	-0.1
CNC(=O)c1c(NC(=O)CS(=O)(=O)c2ccc(F)cc2)sc(C)c1C	103	0.4
CC1CCCCC1NC(=S)NN (configuration not stated)	105	0.3
O=C(CN1C(=O)COc2ccc(S(=O)(=O)N3CCCCCC3)cc21)NCCc1ccccc1	117	0.2
CCc1nc2cccnc2n1-c1ccc(CC(=O)N2CCN(C)CC2)cc1	101	-0.8
O=C(COC(=O)c1ccc2c(c1)OCO2)NC12CC3CC(CC(C3)C1)C2	105	0.3
CCc1ccc(NC(=O)c2cc(C(C)C)on2)cc1	101	0
COc1ccc(CC(=O)Nc2cc3[nH]c(=O)[nH]c3cc2C)cc1OC	98	-1.3
O=C(NCc1ccc2c(c1)OCO2)c1ccc2c(=O)n(Cc3ccccc3)c(=S)[nH]c2c1	104	0.4
COc1cccc(NC(=O)Cn2c(=O)cc(C)c3c(C)nn(-c4cccc(F)c4)c32)c1	102	-1
CC1CCN(S(=O)(=O)c2ccc3c(ccc(=O)n3CC(=O)Nc3ccc(C(C)C)cc3)c2)CC1	111	0.8
Cc1nn(-c2ccccc2)c(C)c1CN(C)C(=O)C1COc2ccccc2O1 (configuration not stated)	94	-0.8
O=S(=O)(c1ccc(-c2cnco2)cc1)N1CCN(C2c3ccccc3-c3ccccc32)CC1	104	0.4
Cc1nn2c(=O)cc(COC(=O)c3cccc(NC(=O)c4ccc(F)cc4)c3)nc2s1	107	0.3
O=C(NCCN1CCCC1)c1cc2ccc3cccnc3c2[nH]1	100	-0.5
Cc1cc(C)cc(NC(=O)CCC(=O)N2CCSc3ccccc32)c1	111	0.9
COc1ccccc1CNC(=O)C1CCN(S(=O)(=O)c2ccc3c(ccn3C)c2)CC1	112	1.5
Cc1nc(-c2cccc(F)c2)sc1CCNC(=O)C(=O)Nc1ccc2c(c1)OCO2	102	-1.1
CCN(CC)c1cccc(OC(=O)Nc2ccc(Cl)cc2)c1	104	0.2
Cc1ccccc1NCCC(=O)O	99	-0.6
CCOc1ccccc1C(=O)N[C@H](C(=O)Nc1nccs1)C(C)C	104	0.3
CC(C)Cn1c(SCc2cn3ccsc3n2)nc2sc3c(c2c1=O)CCCC3	105	0.4
CCOC(=O)c1cc2c(=O)n3ccccc3nc2n(CC2CCCO2)c1=NC(=O)c1ccc(OCC)cc1 (configuration not stated)	108	1.1
CCCN(CCC)S(=O)(=O)c1ccc2c(c1)N(CC(=O)NC(C)c1ccccc1)C(=O)CS2 (configuration not stated)	106	-1
O=C(O)c1ccc(-n2cccn2)cc1	102	-0.1
CCCC(=O)Nc1ccc(Cl)c(NC(=O)c2ccc(Br)o2)c1	99	-0.8
COc1cccc(-c2cn3c(n2)sc2cc(C(=O)NC4CCCCCC4)ccc23)c1	104	-0.4
Cc1nnc(SC(C)C(=O)Nc2ccc3c(c2)OCCO3)s1 (configuration not stated)	104	0.1
CCOC(=O)C12C(=O)OC(C)(C)C1C2(CC)C(=O)c1ccc(C)cc1 (configuration not stated)	99	-0.7
CC(=O)c1cccc(-n2c(=O)c3c4c(sc3n(CC(=O)c3ccccc3)c2=O)CN(C(C)=O)CC4)c1	105	0.2
COc1cccc(NC(=O)CSc2c3c(nc4ccccc24)CCCC3)c1	103	-0.1
O=S(=O)(/C=C/c1ccccc1)N1CCN(CCc2ccncc2)CC1	98	-0.5
Cc1cccc(N(C)C(=O)C(Cc2ccccc2)NS(=O)(=O)c2cccc3nsnc23)c1 (configuration not stated)	100	-0.6
CCCCOc1ccc(C(=O)N2CCN(CCc3ccccn3)CC2)cc1	101	-0.4
Cc1ccc(S(=O)(=O)NCCN2CCNC2=O)cc1	98	-0.9
Cc1cccc2sc(NC(=O)[C@@H]3CCCN3C(=O)c3cccs3)nc12	102	-0.1
O=C(CSc1nnc(-c2ccc(O)cc2)o1)c1ccc(Br)cc1	106	0.2
Cn1c(=O)[nH]c(=O)c2c1nc1n2CCCN1c1ccccc1	101	0
O=C(Cc1cccs1)NC1CC(=O)N(c2cccc(F)c2)C1 (configuration not stated)	111	0.9
CC(C)c1ccc2oc(-c3cc(NC(=O)c4cccs4)ccc3Cl)nc2c1	106	0.3
CN(Cc1ccccc1)c1ccc(-c2nc(-c3ccco3)no2)cc1[N+](=O)[O-]	113	1.1
Cc1nn(-c2nc(-c3ccc(F)cc3)cc(C(F)(F)F)n2)c(C)c1Br	103	-0.5
Cc1ccc(S(=O)(=O)CCC(=O)N(Cc2nnc(-c3ccc(Cl)cc3)o2)C2CC2)cc1	108	0.7
CN(Cc1ccccc1)c1ccc2cc(S(=O)(=O)N3CCCCC3)ccc2n1	102	-1.1
CC(=O)N1CCN(c2ccc(Oc3nc(-c4ccccc4)nc4ccccc34)cc2)CC1	104	0.2
CCCCNC(=O)Cn1c(=O)sc2ccccc21	102	-0.1
Cc1c(C(=O)Cn2cnc3ccccc32)c2ccccc2n1C	102	-0.1
CSc1ccccc1-c1nnc(NC(=O)c2ccc3c(c2)OCCO3)o1	118	2.4
Cc1cccc2c1NC(C)CC2C (configuration not stated)	101	-0.3
O=C(COn1nnc2ccc(Cl)cc21)NC(=O)NC1CCCCC1	103	0
Cc1cccc(N2CCN(C(=O)CCc3c(C)nc4ncnn4c3C)CC2)c1C	105	-0.6
The list continues.
SMILES	Polio RdRp inh	Polio RdRp inh FP z-score
CCOC(=O)/C=c1\s/c(=C\c2cccs2)c(=O)n1CC(=O)N1CCCC1	105	0.4
Cc1oc2ccc(O)c(CN3CCCC3)c2c1C(=O)Nc1ccccc1	108	0.5
O=C(Oc1ccccc1-c1ccccc1)c1cncc(Br)c1	101	-0.2
COCCCNc1nc2c(S(=O)(=O)c3ccccc3)nnn2c2ccc(Cl)cc12	103	-0.5
CCOC(=O)Cc1csc(NC(=O)c2ccccc2)n1	102	-0.1
COc1ccc(N2CCN(Cc3nnc(-c4ccc5c(c4)OCO5)o3)CC2)cc1	107	0.5
CC(C)Cn1c2ccccc2c2ccccc21	103	0.4
COc1ccc(C(=O)COC(=O)CN2c3nc4ccccc4nc3C3C=CC=CC32)cc1 (configuration not stated)	99	-0.4
O=C(Nc1cccc(C(F)(F)F)c1)c1noc2c1CCc1ccccc1-2	104	0.2
CN1CCc2c(n(CC(O)CN(CCO)CCO)c3ccccc23)C1=O (configuration not stated)	102	-0.1
COc1ccccc1OCC#CCn1cnc2ccccc2c1=O	102	0.3
O=C(CSc1nnc2ccccn12)Nc1ccc(S(=O)(=O)N2CCCCC2)cc1	106	0.4
Cn1c(=O)c(Nc2ccccc2)c2c3c(cccc31)C(=O)c1ccccc1-2	90	-1.9
CC(=O)Nc1ccc(Nc2ncnc3sc4c(c23)CCCC4)cc1	99	-2
Cc1cccc(-c2noc(-c3ccc(NCc4ccccc4)c([N+](=O)[O-])c3)n2)c1	109	0.3
O=C(/C=C/c1ccco1)NCCCN1CCN(CCCNC(=O)/C=C/c2ccco2)CC1	101	0.2
O=C(CSc1ncccn1)NC1CC1	102	-0.1
COc1ccc(-c2cc(C(F)(F)F)nc(SCCC(=O)Nc3cccc(O)c3)n2)cc1	109	1.1
Cc1cc(C)cc(-n2c(SCC(=O)NCc3ccc(F)cc3)nc3c(c2=O)SCC3)c1	100	-0.5
O=C(c1ccc(Cl)cc1)n1nc(-c2ccco2)nc1NCc1cccs1	108	0.3
CC(C)c1ccc(N2C=Nc3ccc(C(C)C)cc3C2)cc1	103	-0.1
Cc1cn2c(=O)cc(COc3ccccc3NC(=O)c3ccco3)nc2s1	105	-0.4
O=C(Nc1ccccc1C(F)(F)F)c1ccc(Cn2cnnn2)cc1	101	-0.4
CC(NC(=O)Cc1c(F)cccc1Cl)C1CCCO1 (configuration not stated)	101	0.2
O=C1CCCN1CCCNc1ccc(Cl)nn1	100	-0.5
O=C(c1cccc(N2C(=O)c3ccccc3C2=O)c1)N1CCOCC1	100	0
CN1C(=O)/C(=C/c2cn(CC(=O)N3CCCC3)c3ccccc23)c2ccccc21	104	0.5
COCCn1ccc2c(OCC(=O)c3ccccc3)cccc2c1=O	101	-0.5
O=C(CNC(=O)c1ccc2c(c1)SC1=NS(=O)(=O)CCN12)Nc1cc(Cl)ccc1Cl	101	-0.2
Cc1oc(C(C)(C)C)c(CO)c1C(=O)O	103	0
O=C(CSCc1cc(=O)n2ccsc2n1)Nc1ccccc1	101	0.5
CCCNC(=O)CCc1nnc2ccc(N3CCN(c4cccc(OC)c4)CC3)nn12	116	0.1
COc1ccc(NC(=O)c2ccco2)cc1NC(=O)COc1ccc(C)cc1C	107	0.6
COC(=O)c1sccc1NC(=O)CC#N	105	0.7
Cc1cccc(Cn2c(C)c(C)c3cc(C(=O)NCc4ccco4)ccc32)c1	109	0.5
NC(=O)C1CCCN1c1cnn(Cc2ccccc2)c(=O)c1Cl (configuration not stated)	106	0.2
Brc1cccc(Oc2ncnc3sccc23)c1	104	1.4
O=C(/C=C/c1ccc(O)c(O)c1)O[C@@H]1C[C@](O)(C(=O)O)C[C@@H](O)[C@H]1O	100&98	0.1&0.1
N#CCc1c(C#N)c(N)nc(NNC(=O)c2ccc(Br)cc2)c1C#N	105	0.5
CN(c1ccc(C(=O)N2CCCCC2)cc1)S(C)(=O)=O	104	0.9
CN(CC1CCCO1)S(=O)(=O)c1ccc(C(=O)Nc2ccc3c(c2)C(=O)NC3=O)cc1 (configuration not stated)	98	-0.8
CC1=Nc2cc(C(=O)NCc3ccccc3Cl)ccc2Sc2c(C)ccc(C)c21	105	0.2
CNC(=O)c1c(C)nc(SCC(=O)NCc2ccc(OC)cc2)c(C#N)c1-c1ccco1	104	0.4
CCOC(Cn1c(SCc2c(F)cccc2Cl)nc2ccccc2c1=O)OCC	101	-0.3
O=C(CO/N=C/c1ccccc1OC(F)F)N1CCN(c2ccccc2)CC1	102	-0.1
CCOC(=O)c1sc(N)cc1C	102	0.1
O=C(CSc1ccccc1C(=O)NCC1CCCO1)Nc1ccc2c(c1)OCO2 (configuration not stated)	116	1.9
CCn1c(CC(=O)Nc2ccccc2)nnc1SCc1nc2ccccc2c(=O)[nH]1	101	-0.3
CC(C)NC(=O)Cc1csc2nc(-c3ccccc3)cn12	104	-0.4
Cc1cccc(Cn2c(-c3ccccc3)nc3ccccc32)c1	108	0.2
CCc1ccccc1NC(=O)C1CC(=O)N(C2CCCCC2)C1 (configuration not stated)	101	-0.2
Cc1cc(C)cc(NC(=O)CSc2nnc(COc3ccccc3Cl)o2)c1	105	-1
CCOC(=O)c1cc(-c2ccc(N3CCOCC3)cc2)nn1-c1ccccc1	104	0.1
O=c1oc2cc(Cl)c(O)c(Cl)c2s1	102	0.3
COc1ccc(Cl)cc1NC(=O)c1cc2c(s1)-c1ccccc1OC2	106	0.5
COc1ccc(OC)c(N(CC(=O)N2CCN(c3ccc(F)cc3)CC2)S(=O)(=O)c2ccc(OC)c(OC)c2)c1	100	-0.4
CCOc1ccc(Nc2ncnc3scc(-c4ccc(OC)cc4)c23)cc1	108	0.3
CC1CCC2(NC1)O[C@H]1C[C@H]3[C@@H]4CC=C5C[C@@H](O)CC[C@]5(C)[C@H]4CC[C@]3(C)[C@H]1[C@@H]2C (some centres not stated)	101	0.2
NC(=S)Nc1nc2ccccc2[nH]c1=O	101	-0.2
O=C(/C=C/c1ccco1)C1CC1	100	-0.1
Continued.
SMILES	Polio RdRp inh	Polio RdRp inh FP z-score
c1ccc(Oc2ncnc3sc4c(c23)CCCC4)cc1	105	0.1
CC1(C(N)=O)CCCC1	107	1.1
COc1ccccc1C1=NOC(COC(=O)c2ccc3ccccc3n2)C1 (configuration not stated)	104	0.9
CC(C)c1ccc(N2C(=O)N(Cc3cccc([N+](=O)[O-])c3)c3ccccc3S2(=O)=O)cc1	114	1.6
COc1ccc(N2C(=O)c3ccccc3C2(O)c2ccccc2)cc1OC (configuration not stated)	103	0.6

For convenience, part of the list above.
SMILES	Polio RdRp inh	Polio RdRp inh FP z-score
CCc1ccccc1NC(=O)C1CC(=O)N(C2CCCCC2)C1 (configuration not stated)	101	-0.2
Cc1cc(C)cc(NC(=O)CSc2nnc(COc3ccccc3Cl)o2)c1	105	-1
CCOC(=O)c1cc(-c2ccc(N3CCOCC3)cc2)nn1-c1ccccc1	104	0.1
O=c1oc2cc(Cl)c(O)c(Cl)c2s1	102	0.3
COc1ccc(Cl)cc1NC(=O)c1cc2c(s1)-c1ccccc1OC2	106	0.5
COc1ccc(OC)c(N(CC(=O)N2CCN(c3ccc(F)cc3)CC2)S(=O)(=O)c2ccc(OC)c(OC)c2)c1	100	-0.4
CCOc1ccc(Nc2ncnc3scc(-c4ccc(OC)cc4)c23)cc1	108	0.3
CC1CCC2(NC1)O[C@H]1C[C@H]3[C@@H]4CC=C5C[C@@H](O)CC[C@]5(C)[C@H]4CC[C@]3(C)[C@H]1[C@@H]2C (some centres not stated)	101	0.2
NC(=S)Nc1nc2ccccc2[nH]c1=O	101	-0.2
O=C(/C=C/c1ccco1)C1CC1	100	-0.1
c1ccc(Oc2ncnc3sc4c(c23)CCCC4)cc1	105	0.1
CC1(C(N)=O)CCCC1	107	1.1
COc1ccccc1C1=NOC(COC(=O)c2ccc3ccccc3n2)C1 (configuration not stated)	104	0.9
CC(C)c1ccc(N2C(=O)N(Cc3cccc([N+](=O)[O-])c3)c3ccccc3S2(=O)=O)cc1	114	1.6
COc1ccc(N2C(=O)c3ccccc3C2(O)c2ccccc2)cc1OC (configuration not stated)	103	0.6

These rows are one share of the data, so the mix of outcomes need not match the whole.
